# GRP78 ERSR act = induces the endoplasmic reticulum stress response in human glioma cells. U87-MG GRP78 promoter luciferase reporter, 16 h. Potency, µM, inactives show at the top dose activation, most hits filed as activators. hit rate 0.02% among 420,000. AID 602332; also: series mostly up to about 76 µM; % of control where 0% means no effect; nearly all actives have a fitted effect of over 35% in size
#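 Stably transfected U87-MG glioma cells carrying a GRP78-based luciferase sensor; 16 h compound incubation. Luminescence end-point read 10 min after Bright-Glo addition at room temperature.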
# Vif-APOBEC3G blk = Vif-A3G binding inhibition. Potency, µM (titrated, usually from 46.1 µM), for the others: at the highest dose activity, negative = active, most hits filed as inhibitors. HeLa A3G-eYFP + Vif (tagged APOBEC3G with the HIV-1 protein that degrades it), YFP fluorescence, overnight. AID 602310. Q9HC16. hit rate 0.076% among 410,000;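 also: % is scaled to controls: 0 for no effect and ±100 for the full control effect; nearly all actives have a fitted effect of over 60% in size; hits raise eYFP signal because A3G escapes Vif-driven loss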
# Target sequence (Q9HC16 whole entry, looked up): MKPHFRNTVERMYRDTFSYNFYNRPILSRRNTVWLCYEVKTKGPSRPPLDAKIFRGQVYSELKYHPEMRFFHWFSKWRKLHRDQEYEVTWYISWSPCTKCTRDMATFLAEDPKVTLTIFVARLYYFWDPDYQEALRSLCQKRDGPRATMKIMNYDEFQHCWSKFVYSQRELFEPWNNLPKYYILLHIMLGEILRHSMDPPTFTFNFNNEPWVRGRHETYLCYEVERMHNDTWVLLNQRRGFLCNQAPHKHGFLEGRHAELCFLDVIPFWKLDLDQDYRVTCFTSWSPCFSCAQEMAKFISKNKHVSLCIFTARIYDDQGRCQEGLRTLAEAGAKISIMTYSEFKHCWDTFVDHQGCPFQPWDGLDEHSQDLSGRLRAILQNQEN
#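 HeLa cells stably expressing Vif and C-terminally eYFP-tagged A3G, seeded overnight at 37 deg C, then exposed to compound by pintool overnight at 37 deg C. Rise in yellow fluorescence (Ex 488/Em 500-530, Acumen) marks blocked Vif-driven A3G degradation.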
# * = called active by the depositor; ? = inconclusive. Calls follow the shape of the dose curve; as a rule, active = well fitted curve in the direction sought with a large enough effect; inconclusive = small, poorly fitted or top-dose-only effect, or another doubt; inactive = no such curve, though single readings can be large; an effect the other way counts as inactive or inconclusive. Potency is read from the fitted curve at half-maximal effect. A portion of the library; count on the stated rates, not on these rows.
SMILES,GRP78 ERSR act,Vif-APOBEC3G blk
CCc1nc2c(OCc3ccc(Cl)cc3)cccn2c1N(C)C(=O)c1ccncc1,-4.1%,-4.1%
CSc1ccc(OC2(C)CCN(Cc3ccc(OC(C)C)cc3)C2)cc1 (stereo unspecified),0.7%,-1.9%
C=CCNc1ncnc2c1ncn2[C@H]1CN(Cc2cc(OC)c(OC)c(OC)c2)C[C@@H](CO)O1,-0.8%,0.6%
CC(C)C(=O)N1CCC1(C)C(=O)Nc1ccc2[nH]ccc2c1 (stereo unspecified),-5.1%,0.6%
CCNc1nc(C#N)nc(NCC)n1,-2.8%,0.7%
c1ccc(CNc2nc(NCCc3ccncc3)c3sccc3n2)cc1,0.0%,-7.1%
CC(C)NC(=O)c1ccc2sc([C@@H]3O[C@H](CO)[C@H](O)[C@H](O)[C@H]3O)nc2c1,0.3%,0.6%
CC(=O)Nc1cncc(-c2ccc(CN(C)C)cc2)n1,0.5%,1.9%
COCCNC(=O)C1Cc2c(-c3cccc(NC(C)=O)c3)ccnc2O1 (stereo unspecified),-4.8%,-9.6%
CCc1nc2c(OCC(=O)c3ccc(F)cc3)cccn2c1N(C)C(=O)c1ccc(OC)cc1,-0.1%,2.2%
COc1cccc(CNc2nc3cc(-c4ccccc4C)sc3c(=O)n2C)c1,-1.3%,-5.7%
COc1ccc(CNC(=O)c2sc(=O)n(Cc3ccc(C)cc3)c2C)cc1,-3.6%,-7.5%

# Shown with bars between the fields: 3 of the compounds above
smiles | GRP78 ERSR act | Vif-APOBEC3G blk
CC(C)C(=O)N1CCC1(C)C(=O)Nc1ccc2[nH]ccc2c1 (stereo unspecified) | -5.1% | 0.6%
C=CCNc1ncnc2c1ncn2[C@H]1CN(Cc2cc(OC)c(OC)c(OC)c2)C[C@@H](CO)O1 | -0.8% | 0.6%
COCCNC(=O)C1Cc2c(-c3cccc(NC(C)=O)c3)ccnc2O1 (stereo unspecified) | -4.8% | -9.6%

# The results go on:
SMILES,GRP78 ERSR act,Vif-APOBEC3G blk
O=C1c2ccccc2C(=O)C1c1cc2ccccc2cn1,-3.7%,-0.7%
COc1cc(OC)nc(Nc2nc(C(N)Cc3ccc(F)cc3)cs2)n1 (stereo unspecified),-11.3%,-19.8%
OC1c2cc(Cl)cc(Cl)c2N=C2CCCN21 (stereo unspecified),-2.6%,-2.8%
O=C(NCc1cccc(C(F)(F)F)c1)c1ccc2sc(COCCO)nc2c1,-2.2%,-2.3%
CC1(C(=O)NS(=O)(=O)c2ccccc2)CCN1C(=O)CC1CCCCC1 (stereo unspecified),-1.6%,-2.2%
CCc1nc2ccc(C(=O)NCCc3ccccn3)cn2c1N(CCC(C)C)CCN(C)C,-6.5%,-2.4%
C(=C\c1nc2ccccc2s1)/c1ccc2c(c1)OCO2,-9.5%,0.8%
Cc1ccc(S(=O)(=O)N2C[C@H]3C(=O)C[C@@H](c4ccccc4C)N(S(=O)(=O)c4ccc(C)cc4)[C@H]3C[C@H]2c2ccccc2)cc1,-3.7%,-3.0%
CC(=O)NC(C)(c1ccccc1)c1nc(-c2cccc(C(F)(F)F)c2)cs1 (stereo unspecified),-0.2%,-3.1%
O=C(NC(c1ccc(-c2ccccc2)cc1)c1cnccn1)C1CCN(CCOc2ccc(Cl)cc2Cl)CC1 (stereo unspecified),-11.5%,-1.5%
CCc1ccc(C(O)c2ncc(-c3cccc(F)c3)[nH]2)cc1 (stereo unspecified),2.4%,-7.2%
CCOC(=O)C[C@@H](C#N)NC(=O)[C@@H]1CCCN1C(=O)[C@@H](NC(=O)c1ccc(N)c(Cl)c1)C(C)(C)C,-3.6%,-3.4%
Cn1ccc2c(-c3cncc4ccccc34)cc3c(c21)C1CCC3C1 (stereo unspecified),-0.8%,-8.2%
CCCS(=O)(=O)NC(=O)C1(C)CCN(C(=O)Cc2ccc(OC)c(OC)c2)C1 (stereo unspecified),-3.2%,-0.3%
ICC[n+]1csc2ccccc21,-2.7%,-4.4%
COCCNC(=O)C1(C)CCCN(CCSc2ccccc2)C1 (stereo unspecified),-1.9%,1.3%
O=C(CC[C@H]1O[C@@H](n2ccc(=O)[nH]c2=O)[C@H](O)[C@@H]1O)N[C@H](Cc1ccccc1)C(=O)NCC1CCCO1 (stereo partly specified),3.4%,0.2%
O=NN(C(=O)NC1CCC(C(=O)O)CC1)C1CCC(C(=O)O)CC1 (stereo unspecified),-1.8%,2.2%
Cc1nc2ccc(C(=O)NCCCN3CCCC3=O)cn2c1N(C)C(=O)CCc1ccccc1,-1.7%,-1.8%
OCCN1CCN(c2ncnc3c2ncn3[C@H]2CN(Cc3ccc4c(c3)OCO4)C[C@@H](CO)O2)CC1,-1.6%,-1.7%
CC1(C(=O)Nc2ccc3c(c2)OCCO3)CCN1C(=O)Cc1cc(F)ccc1F (stereo unspecified),-2.1%,-1.5%
CC1(C(=O)NS(=O)(=O)C2CC2)CCN(C(=O)c2ccc3c(c2)OCO3)C1 (stereo unspecified),5.5%,-0.6%
CC1(C(=O)Nc2ccc(Cl)c(C(F)(F)F)c2)Cc2c(-c3ccc4c(c3)OCO4)ccnc2O1 (stereo unspecified),1.7%,-6.9%
Cc1cccc(C)c1C(O)c1ncc(-c2ccc(F)cc2)[nH]1 (stereo unspecified),-1.8%,0.7%
O=C(Nc1ccccc1Cl)c1cc(C2CCCN(S(=O)(=O)c3cccs3)C2)on1 (stereo unspecified),-1.3%,0.3%
CC(C)NC(=O)Nc1nnc([C@@H]2C[C@H](O)[C@@H](CO)O2)s1,0.4%,0.2%
O=C(NCC1CC1)C1Cc2c(-c3cccc(F)c3)ccnc2O1 (stereo unspecified),0.5%,-4.4%
CCc1cccc(NC(=O)COC(=O)c2ccccc2OCc2ccccc2Br)c1,-4.2%,2.1%
Cc1cccc(CN2CC34CCC(CC3S2(=O)=O)O4)c1 (stereo unspecified),-1.0%,0.8%
CC(=O)c1ccc(Nc2nc(C(N)CC(C)C)cs2)cc1 (stereo unspecified),-4.4%,1.0%
O=C(Nc1ccc(Oc2ccccc2)cc1)c1csc([C@@H]2O[C@H](CO)[C@@H](O)[C@H]2O)n1,3.2%,-5.0%
COc1cccc(CNc2nc(NCC3CC3)nc3ccsc23)c1OC,-4.9%,-0.8%
Cc1ccc(F)cc1C(=O)N1CCCC(c2cc(C(=O)NCc3ccc(F)cc3)no2)C1 (stereo unspecified),-1.8%,0.3%
COc1ccccc1-c1cc(NC=O)c2ncc(-c3cccc(C(=O)N(C)C)c3)n2c1,-0.2%,?
CCOC(=O)C1(C)CCN1C(=O)c1ccc(C(=O)OC)cc1 (stereo unspecified),-0.5%,-5.7%
Cc1ccc(NC(=O)COC(=O)c2ccccc2OCC(=O)Nc2ccc(Br)cc2)c(C)c1,-2.7%,0.5%
CNC(=O)C1(C)Cc2c(-c3ccc4c(c3)OCO4)ccnc2O1 (stereo unspecified),0.3%,-5.7%
Cc1ccc(Cc2c(C3CCCCC3)nc3ccc(Br)cn23)cc1,-0.5%,-2.6%
O=C(c1cc(Br)ccc1O)N(Cc1ccco1)Cc1cccs1,6.6%,-7.2%
COc1cc(CN2C[C@@H](CO)O[C@@H](n3cnc4c(NC5CCCC5)ncnc43)C2)cc(OC)c1OC,0.3%,-4.1%
Cc1ccc(F)c(S(=O)(=O)NC(=O)C2(C)CCN2C(=O)CCc2ccccc2)c1 (stereo unspecified),-2.8%,-0.6%
CN(C)CCNc1ncnc2c1ncn2[C@H]1CN(Cc2ccc(F)cc2)C[C@@H](CO)O1,-0.4%,1.4%
Cn1c(C(c2cc3ccccc3n2C)c2cc3ccccc3n2C)cc2ccccc21,-10.4%,?
CN1CCN(c2ccc(-c3cc(NC=O)c4ncc(-c5ccc(F)cc5)n4c3)cc2)CC1,-4.8%,?
Cc1oc(-c2ccc(Cl)cc2)cc1C(=O)N1CCC1(C)C(=O)O (stereo unspecified),0.8%,1.8%
CN(C)c1ncnc2c1ncn2[C@H]1CN(Cc2ccc(F)cc2)C[C@@H](CO)O1,-0.9%,-27.1%
CC1(C(=O)NS(=O)(=O)c2cccc(C#N)c2)CCN1C(=O)C1(c2ccc(Cl)cc2)CCC1 (stereo unspecified),3.1%,-2.8%
Nc1cc([N+](=O)[O-])cc(N)c1N,1.7%,2.2%
CCOc1cccc(-c2ccc3nncn3c2)c1,2.2%,-2.2%
Clc1cccc[n+]1CCCCCC[n+]1ccccc1Cl,-1.5%,-5.6%
Cc1c(C(=O)NCCC#N)sc(=O)n1Cc1ccc(C(=O)N(C)C)cc1,-0.1%,-2.0%
COc1cc(C2Nc3ccccc3C(=O)N2Cc2ccco2)cc(OC)c1OC (stereo unspecified),-2.8%,-3.1%
COC(=O)c1ccc2nc(-c3ccco3)c(Cc3ccccc3)n2c1,11.1%,-20.2%
O=C(C[n+]1csc2ccccc21)c1cccc([N+](=O)[O-])c1,-2.2%,3.6%
COc1ccc(-c2csc(C(O)c3cccc(OC)c3)n2)cc1 (stereo unspecified),1.2%,-21.2%
Cc1ccc2c(/C=C/c3ccc(N(C)C)cc3)ccnc2c1C,0.2%,?
CC1(C(=O)NS(=O)(=O)c2ccccc2Cl)CCN1C(=O)CCC1CCCC1 (stereo unspecified),0.4%,4.6%
C1=Cc2ccccc2/C1=C\c1cc[cH-]c1.[Fe+2].c1cc[cH-]c1,-4.0%,2.8%
Cc1ccc(S(=O)(=O)NC(=O)C2(C)CCN2C(=O)COc2ccc(Cl)cc2)nc1 (stereo unspecified),-1.5%,1.7%
O=C(COc1ccccc1C(=O)Nc1ccccc1)Nc1cccc(F)c1,-2.5%,-2.9%
# (list continues)
SMILES,GRP78 ERSR act,Vif-APOBEC3G blk
c1cn2c(-c3ccc(N4CCOCC4)cc3)cncc2n1,1.3%,-0.8%
COc1ccc(-c2cnc3c(NC(C)=O)cc(-c4ccc(C(=O)NC5CC5)cc4)cn23)cc1OC,?,?
COc1cccc(C(O)c2ncc(-c3cccc(F)c3)[nH]2)c1 (stereo unspecified),2.2%,-4.0%
COc1cc(-c2coc3c(C(=O)NCc4cccc(Cl)c4)cccc23)ccc1O,-4.6%,-5.4%
O=C(C=CC(=O)Nc1ccc(F)cc1F)Nc1ccc(F)cc1F,-2.0%,-0.6%
CCCNC(=O)C1(C)CCN(C(=O)c2ccc(OC(F)F)cc2)C1 (stereo unspecified),-4.4%,-4.0%
O=C(c1[nH]c(C(F)(F)F)nc1-c1ccccc1)N1CCC2(CC1)C(=O)NCN2c1ccccc1,-3.9%,-1.2%
COc1ccccc1C(=O)N1CCN(C(=O)[C@H]2O[C@@H](n3cnc4c(N)ncnc43)[C@H](O)[C@@H]2O)CC1,-3.3%,0.9%
COc1ccc(-c2cc3nc(NCc4ccc(C)cc4C)n(C)c(=O)c3s2)cc1OC,-2.6%,-1.1%
C[N+]1(CC(=O)c2ccc(O)c(O)c2)CCOCC1,-2.7%,4.0%
CCCNC(=O)C1(C)CCN(Cc2ccc(-c3ccccc3)o2)C1 (stereo unspecified),1.6%,-4.0%
COc1cccc(CNc2nc3cc(-c4cccc(C(F)(F)F)c4)sc3c(=O)n2C)c1,-2.3%,-2.5%
Cc1ccc(F)c(C2C3C=CCC(c4ccccc4)C3C(=O)N2Cc2ccccc2)c1 (stereo unspecified),-10.8%,-11.8%
O=C(NCc1cccnc1)c1cc(C2CCCCN2S(=O)(=O)c2ccccc2)on1 (stereo unspecified),-3.1%,-2.1%
CC(C)Oc1ccc(F)cc1-c1cc(C(=O)NCc2cccs2)[nH]n1,0.1%,-4.5%
CN1C(=O)CC2(C=CC(=O)C=C2OC(=O)c2ccccc2)c2ccccc21 (stereo unspecified),-1.8%,-4.6%
CC(=O)Nc1ccc(NC(=O)c2cc(-c3cc(F)ccc3OCC3CCCO3)n[nH]2)cc1 (stereo unspecified),4.0%,-0.3%
COc1cc(CN2CCC(C(=O)NC(c3ccc(F)cc3)c3ncccc3C)CC2)cc(OC)c1 (stereo unspecified),-1.8%,-3.3%
c1ccc(Nc2nc(Nc3ccccc3)nc(-n3cccn3)n2)cc1,-2.7%,-6.7%
CC(C)c1ccc(Cn2cnc3c(cnn3C(C)(C)C)c2=O)cc1,-2.4%,0.9%
O=C(NCc1ccccc1Cl)c1ccc2nc([C@@H]3O[C@H](CO)[C@H](O)[C@H](O)[C@H]3O)[nH]c2c1,-2.2%,0.0%
CC(=O)N1CCc2cc(NC(=O)C3(C)CCN3Cc3ccc(C(C)C)cc3)ccc21 (stereo unspecified),3.3%,-0.4%
Cc1ccc2cc(NC(=O)C3(C)CCN(C)C3)ccc2n1 (stereo unspecified),1.7%,-1.0%
CC(=O)c1ccc(OC2(C)CCN(Cc3cccn3-c3nccs3)C2)cc1 (stereo unspecified),-0.7%,-2.9%

# Sorted by molecular weight (rising): 5 of the compounds above
SMILES,GRP78 ERSR act,Vif-APOBEC3G blk
Cc1ccc2cc(NC(=O)C3(C)CCN(C)C3)ccc2n1 (stereo unspecified),1.7%,-1.0%
c1ccc(Nc2nc(Nc3ccccc3)nc(-n3cccn3)n2)cc1,-2.7%,-6.7%
CN1C(=O)CC2(C=CC(=O)C=C2OC(=O)c2ccccc2)c2ccccc21 (stereo unspecified),-1.8%,-4.6%
O=C(NCc1ccccc1Cl)c1ccc2nc([C@@H]3O[C@H](CO)[C@H](O)[C@H](O)[C@H]3O)[nH]c2c1,-2.2%,0.0%
COc1cc(CN2CCC(C(=O)NC(c3ccc(F)cc3)c3ncccc3C)CC2)cc(OC)c1 (stereo unspecified),-1.8%,-3.3%
